Screens: PubChem BioAssay, several laboratories
Plk1 PBD FP: Plk1 polo box domain binding inhibitors, primary screen, biochemical, fluorescence polarization; Serine/threonine-protein kinase PLK1 (Homo sapiens), P53350; Plk1 PBD phosphopeptide binding; inhibition, %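 (tested at about 20 µM)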; hit rate 0.13% among 97,000; in the data active = inhibition above about 34%, passing the limit was not always enough
PLAP activator: PLAP enzyme activators, biochemical, luminescence, HTS | purified PLAP enzyme, luminescent substrate read-out; hits give high values | activation fold at 20 µM | hit rate 1.2% among 96,000; in the data active = activation fold above about 2
PLK1 kinase inh: human PLK1 kinase inhibitors, primary screen, biochemical, TR-FRET. AID 619, 2007. Serine/threonine-protein kinase PLK1 (Homo sapiens), P53350. hit rate 0.53% among 97,000. inhibition, % at 10 µM. recombinant PLK1 kinase, TR-FRET peptide phosphorylation;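 active = inhibition of 50% or more in the single-concentration screen; inactive = inhibition below 50%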;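 also: 0% = DMSO max control and 100% = H-89 dihydrochloride min control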
EphB4 antag: EphB4-ephrin-B2 interaction antagonists, primary screen, biochemical, TNYL-RAW peptide probe, fluorescence polarization; hit rate 0.15% among 97,000; EphB4 LBD / TNYL-RAW-Alexa532 peptide; inhibition, % at 7 µM; Ephrin type-B receptor 4 (Homo sapiens), P54760;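 active = inhibition above the screen-wide mean inhibition plus 3 SD, cut at about 15% in these data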;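 also: 0% = DMSO wells and 100% = excess unlabeled TNYL-RAW peptide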
HIV Rev-RRE inh: HIV-1 Rev-RRE binding inhibitors, primary screen, biochemical, FRET, protein-RNA interaction; Rev peptide-RRE RNA binding; inhibition, % at 8 µM; hit rate 0.79% among 97,000;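 active = inhibition above the screen-wide mean plus 3 SD, cut at about 35% in these data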;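 also: 0% = median DMSO wells and 100% = median Neomycin B control wells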
Target sequence (P05866 whole entry, looked up): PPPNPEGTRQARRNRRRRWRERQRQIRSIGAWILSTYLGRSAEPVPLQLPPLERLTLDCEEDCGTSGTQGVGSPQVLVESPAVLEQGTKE
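Material: labelled RRE RNA duplex and labelled Rev peptide / Buffer or medium: HEPES pH 7.5 salt buffer with EDTA / Compound dosing: single point, 8 µM final nominal compound concentration / Benchmarks: DMSO low control, neomycin B high control / Timing: 5 min preincubation and 15 min binding, 25 °C / Technique: FRET fluorescence readout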
CYP2C9 act: human CYP2C9 activators, primary screen, biochemical, luminescence; recombinant CYP2C9, luciferin-H conversion; hits give high values; factor 1 = untreated enzyme, 0 = blocked; AID 1024, 2008; activation factor at 5 µM; hit rate 1.4% among 96,000; Cytochrome P450 2C9 (Homo sapiens), P11712;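 active = activation factor of 2 or more for CYP2C9 at a 5 µM dose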;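 also: 0 = sulfaphenazole-blocked wells and 1 = vehicle-only wells; values of inactives mirror those of a sister screen read the other way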
Target sequence (P11712 whole entry, looked up): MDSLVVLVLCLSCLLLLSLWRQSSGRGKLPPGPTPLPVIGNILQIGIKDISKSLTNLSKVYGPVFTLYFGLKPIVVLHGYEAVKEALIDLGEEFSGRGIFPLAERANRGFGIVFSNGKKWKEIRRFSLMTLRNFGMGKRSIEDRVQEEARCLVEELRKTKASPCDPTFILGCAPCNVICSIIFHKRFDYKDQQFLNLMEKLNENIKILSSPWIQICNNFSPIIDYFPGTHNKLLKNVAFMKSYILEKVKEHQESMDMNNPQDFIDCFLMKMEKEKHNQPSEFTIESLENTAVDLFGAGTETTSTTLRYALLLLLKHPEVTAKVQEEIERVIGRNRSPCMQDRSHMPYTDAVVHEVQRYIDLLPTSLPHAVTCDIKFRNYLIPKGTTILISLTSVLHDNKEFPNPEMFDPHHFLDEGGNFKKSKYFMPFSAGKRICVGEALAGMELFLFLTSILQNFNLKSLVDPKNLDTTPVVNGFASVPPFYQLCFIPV
CYP2C19 act: human CYP2C19 activators, primary screen, biochemical, luminescence; Cytochrome P450 2C19 (Homo sapiens), P33261; recombinant CYP2C19, luciferin-H EGE luminescence; hits give high values; 0 = fully inhibited enzyme, 1 = untreated enzyme; activation factor at 5 µM; 96,000 tested, under 10 active; AID 1025, 2008;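 active = activation factor of at least 2 at 5 µM in the primary screen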;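 also: 0 = wells with 2.5 mM tranylcypromine and 1 = vehicle-only wells; values of inactives mirror those of a sister screen read the other way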
Target sequence (P33261 whole entry, looked up): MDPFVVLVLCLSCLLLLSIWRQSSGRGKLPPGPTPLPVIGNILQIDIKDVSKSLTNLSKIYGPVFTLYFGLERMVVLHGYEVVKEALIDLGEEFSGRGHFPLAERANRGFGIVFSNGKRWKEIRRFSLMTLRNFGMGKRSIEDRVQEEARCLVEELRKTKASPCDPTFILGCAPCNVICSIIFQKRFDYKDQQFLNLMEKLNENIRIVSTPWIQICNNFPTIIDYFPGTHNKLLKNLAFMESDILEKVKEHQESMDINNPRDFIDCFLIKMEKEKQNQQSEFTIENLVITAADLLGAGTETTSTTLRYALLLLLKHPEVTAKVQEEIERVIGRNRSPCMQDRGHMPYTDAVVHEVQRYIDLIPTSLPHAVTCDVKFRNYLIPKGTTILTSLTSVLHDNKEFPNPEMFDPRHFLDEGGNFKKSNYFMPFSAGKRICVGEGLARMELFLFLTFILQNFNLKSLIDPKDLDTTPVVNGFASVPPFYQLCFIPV
CYP2C9 inhib: blockers of cytochrome P450 2C9 activity – biochemical, luminescence, ADME assay, primary screen. AID 777, 2007. inhibition, % at 5 µM. CYP2C9 Supersomes, luciferin-H conversion. hit rate 20% among 96,000. P11712;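 active = blocking of liver enzyme CYP2C9 beyond about 50% at 5 µM, limit read from the data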; also: values of inactives mirror those of a sister screen read the other way
CYP2C19 inhib: blockers of cytochrome P450 2C19 activity – biochemical, luminescence, ADME assay, primary screen | AID 778, 2007 | CYP2C19 Supersomes, luciferin-H EGE luminescence, 30 min | hit rate 21% among 96,000 | P33261 | inhibition, % at 5 µM;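 active = CYP2C19 inhibition above a set limit at 5 µM in the primary screen, cut at about 50% in these data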;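 also: plate controls were negative control wells for no effect and 2.5 mM tranylcypromine positive control for full effect; values of inactives mirror those of a sister screen read the other way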
An asterisk follows results filed as active; . = not tested or not shown.

SMILES	Plk1 PBD FP	PLAP activator	PLK1 kinase inh	EphB4 antag	HIV Rev-RRE inh	CYP2C9 act	CYP2C19 act	CYP2C9 inhib	CYP2C19 inhib
COC(=O)c1nc2n(n1)C(c1cc(OC)ccc1OC)C(C(=O)OC1CCCCC1)=C(C)N2 (stereo unspecified)	-2	1.1	-7	-3	7	0.3	0.5	68*	47
CCn1c(SCC(=O)Nc2ccc(S(=O)(=O)Nc3ccccn3)cc2)nnc1-c1ccncc1	-16	1.2	-7	9	7	0	0.4	95*	60*
OCCNc1ncnc2c1ncn2Cc1ccccc1	-7	1	2	-2	1	1	0.7	4	33
CCC(C)c1ccccc1NC(=O)c1cccnc1 (stereo unspecified)	4	0.8	-6	-5	4	0.9	0.9	11	11
CCOC(=O)C(C(=O)OCC)c1cc(Br)c2noc3c2c1C(=O)c1ccccc1-3	-14	1.1	2	-6	58*	0.7	0.8	32	22
CCOC(=O)CS(=O)(=O)c1ccc(C(F)(F)F)cn1	-23	1	0	7	5	1	0.7	-1	31
COc1ccc(C(=O)c2oc3ccccc3c2NC(C)=O)cc1	8	1.1	-12	-1	2	0.5	0.6	48	37
Fc1cc(F)c2nc(N3CCCCC3)sc2c1	10	1.2	-11	-4	11	0.9	0.9	6	13
COc1ccc(C2SC[C@@H](C(=O)O)N2C(C)=O)cc1 (stereo partly specified)	-20	0.9	3	2	5	1.1	0.8	-10	23
CC(=O)c1cccc(-n2nnnc2SCC(=O)Nc2ccccc2N2CCCCC2)c1	-2	1.5	-13	9	9	0.1	0	87*	96*
CCOC(=O)C(C(=O)NCc1cccc(OC)c1)c1ncc(C(F)(F)F)cc1Cl (stereo unspecified)	13	0.9	-4	-13	1	0.9	0.8	10	19
COc1cc2[nH]c(=O)n(CCC(=O)N3CCN(c4cccc(C)c4C)CC3)c(=O)c2cc1OC	-5	1.5	-3	-6	-5	0.7	0.8	34	15
CSCCC1NC2(C(=O)Nc3c(Cl)cccc32)[C@@H]2C(=O)N(C3CCCC3)C(=O)[C@H]12 (stereo partly specified)	-3	0.8	-9	3	6	0.9	0.8	12	20
COc1cccc(CNC(=O)CSCc2cnn(-c3ccccc3)c2-n2cccc2)c1	-19	4.2	-9	1	7	0.1	0.1	94*	92*
O=C1c2cccnc2C(O)N1Cc1ccccc1 (stereo unspecified)	-4	0.9	-5	-16	3	1.2	1.2	-18	-20
O=C(NCCCO)c1ccc2[nH]c3c(c2c1)CCCC3	-8	0.9	-7	-5	3	1	0.6	2	40
O=C(CN(Cc1ccccc1)S(=O)(=O)c1ccc2c(c1)OCCO2)N/N=C/c1ccc(F)cc1	26	1	1	-12	-1	0.6	0.7	36	30
COC(=O)c1cccc(Cn2c(Cl)c(/C=N/NC(=O)c3ccccc3Cl)sc2=O)c1	-5	0.9	-9	-1	1	0.9	1	12	-5
N#Cc1ccc(C(c2nnnn2CCc2ccccc2)N2CCCCCC2)cc1 (stereo unspecified)	21	1	-13	7	9	0.9	0.8	9	20
COc1ccc2nc3oc(C(=O)Nc4ccc(OC)c(OC)c4)cc3cc2c1	13	1.2	-5	-5	-6	1	0.9	1	7

Quoted from the results shown, eleven compounds:
SMILES	Plk1 PBD FP	PLAP activator	PLK1 kinase inh	EphB4 antag	HIV Rev-RRE inh	CYP2C9 act	CYP2C19 act	CYP2C9 inhib	CYP2C19 inhib
CC(=O)c1cccc(-n2nnnc2SCC(=O)Nc2ccccc2N2CCCCC2)c1	-2	1.5	-13	9	9	0.1	0	87*	96*
CCOC(=O)C(C(=O)NCc1cccc(OC)c1)c1ncc(C(F)(F)F)cc1Cl (stereo unspecified)	13	0.9	-4	-13	1	0.9	0.8	10	19
COc1cc2[nH]c(=O)n(CCC(=O)N3CCN(c4cccc(C)c4C)CC3)c(=O)c2cc1OC	-5	1.5	-3	-6	-5	0.7	0.8	34	15
CSCCC1NC2(C(=O)Nc3c(Cl)cccc32)[C@@H]2C(=O)N(C3CCCC3)C(=O)[C@H]12 (stereo partly specified)	-3	0.8	-9	3	6	0.9	0.8	12	20
COc1cccc(CNC(=O)CSCc2cnn(-c3ccccc3)c2-n2cccc2)c1	-19	4.2	-9	1	7	0.1	0.1	94*	92*
O=C1c2cccnc2C(O)N1Cc1ccccc1 (stereo unspecified)	-4	0.9	-5	-16	3	1.2	1.2	-18	-20
O=C(NCCCO)c1ccc2[nH]c3c(c2c1)CCCC3	-8	0.9	-7	-5	3	1	0.6	2	40
O=C(CN(Cc1ccccc1)S(=O)(=O)c1ccc2c(c1)OCCO2)N/N=C/c1ccc(F)cc1	26	1	1	-12	-1	0.6	0.7	36	30
COC(=O)c1cccc(Cn2c(Cl)c(/C=N/NC(=O)c3ccccc3Cl)sc2=O)c1	-5	0.9	-9	-1	1	0.9	1	12	-5
N#Cc1ccc(C(c2nnnn2CCc2ccccc2)N2CCCCCC2)cc1 (stereo unspecified)	21	1	-13	7	9	0.9	0.8	9	20
COc1ccc2nc3oc(C(=O)Nc4ccc(OC)c(OC)c4)cc3cc2c1	13	1.2	-5	-5	-6	1	0.9	1	7

Following part
SMILES	Plk1 PBD FP	PLAP activator	PLK1 kinase inh	EphB4 antag	HIV Rev-RRE inh	CYP2C9 act	CYP2C19 act	CYP2C9 inhib	CYP2C19 inhib
Cc1noc(C)c1COc1cccc(C(=O)Oc2ccc3c(c2)OCO3)c1	-11	1.2	11	0	16	0.1	0.3	88*	67*
CC(=O)c1cn(CC(=O)Nc2ccc(C)cc2)c2ccccc12	-4	0.8	-11	2	-5	0.9	1.2	8	-20
CC1CN(c2oc(Cc3cccc4ccccc34)nc2C#N)CC(C)O1 (stereo unspecified)	-4	1.4	1	-10	10	0.4	0.4	60*	64*
CC(=O)c1cccc(N=C2NC(=O)C(CO)(CO)S2)c1	-1	1.4	-10	-1	5	1.1	1.2	-10	-21
O=C(O)CSc1nnc(C2COc3ccccc3O2)n1-c1ccccc1 (stereo unspecified)	-2	1.4	-23	-5	3	0.9	0.8	15	19
Cc1ccc(NCC(=O)c2ccccc2)cc1Cl	-8	0.8	-7	-3	3	1	0.7	-4	34
O=C(CCN1CCc2ccccc2CC1)c1ccc2c(c1)OCCO2	-8	1.4	-18	-3	2	0.3	0.4	71*	55*
CCOC(=O)C1CCN(S(=O)(=O)c2cc(Br)cc3c2N(C(C)=O)C(C)C3)CC1 (stereo unspecified)	.	1.2	.	.	.	0.2	0.1	79*	93*
CCOC(=O)c1c(N)n[nH]c1-c1ccccc1	-13	0.9	47	3	7	1	0.9	-3	8
Cn1c(SCC(=O)N2CCN(c3cccc(Cl)c3)CC2)nnc1-c1ccncc1	22	1	-11	-5	8	1	1	-1	-2
O=C(NCc1ccncc1)C1CCCCC1	6	0.9	-6	5	11	0.6	0.9	42	12
COc1cnc(-c2ccccc2)nc1Oc1ccc(C(C)(C)C)cc1	13	1.1	-7	13	13	0.8	1.1	20	-6
CCCN(CC1CC1)S(=O)(=O)c1ccc(-n2cnnn2)c(OC)c1	2	1.3	-8	-3	8	0.9	0	8	100*
CN1C(=O)c2ccc(S(=O)(=O)c3ccc(C(=O)O)cc3)cc2C1=O	8	1	7	-6	3	1	1	-2	-4
CC1CCN(C(=O)C2Cc3ccccc3CN2S(=O)(=O)c2ccc(F)cc2)CC1 (stereo unspecified)	-20	0.9	-5	2	5	0.8	0.8	21	20
O=C(NC1CCCC1)c1ccc(CSCc2ccccc2F)o1	0	1.2	-11	-9	8	0.1	0.1	86*	92*
O=C(NC1CCN(Cc2ccccc2)CC1)C12CC3CC(CC(C3)C1)C2	-15	.	-11	1	5	.	.	.	.
Cc1c(NC(=O)c2cnn3cccnc23)c(=O)n(-c2ccccc2)n1C	10	0.8	-12	-5	5	1.1	1.1	-9	-11
COc1ccc(S(=O)(=O)N2CCC(C(=O)Nc3c(F)cccc3F)CC2)cc1	.	0.9	.	.	.	0.9	1	6	-1
C=CCn1c(SCC(=O)Nc2ncc(Cc3cc(C(F)(F)F)ccc3Cl)s2)nnc1-c1ccncc1	12	0.9	-3	3	1	0.8	0.6	21	38
Cc1csc(C(=O)O)c1-n1cccc1	29	1	55*	-6	1	0.8	0.9	16	6
CCOc1ccc(-c2cc(CCCC(=O)N3CCN(c4ccc(OC)cc4)CC3)no2)cc1	9	1.4	-11	0	-3	0.5	0.9	46	12
CCOCC(=O)Nc1nnc(C2CCCCC2)s1	-22	0.9	-10	2	6	1	1	3	-3
O=C(O)c1cccc(NC(=O)c2ccc3c(c2)C(=O)N(CC2CCCO2)C3=O)c1 (stereo unspecified)	-10	0.8	-2	-5	-2	0.3	0.2	73*	77*
COCCN1C(=O)c2ccccc2C(C(=O)N2CCN(c3ccccc3)CC2)C1c1ccc(F)cc1 (stereo unspecified)	16	1.7	-11	-2	2	0.3	0.8	71*	18
Clc1cccc(N=C2NN=C(c3ccc4c(c3)OCCO4)CS2)c1	30	1.4	-5	2	9	0.2	0.8	78*	25
CN(C)S(=O)(=O)c1ccc2c(c1)c(=O)c(C(=O)NCCCN1CCCCCC1)cn2C	11	1.4	1	3	-9	0.9	1	13	0
CCCCC(CC)CNC(=O)c1ccc2c(c1)OCO2 (stereo unspecified)	-23	0.6	3	1	4	0.5	0.7	48	27
CCN(CC)C(=O)CC(c1ccccc1)c1ccco1 (stereo unspecified)	-4	1.4	-14	2	-4	1	0.8	5	21
O=C(O)C1C2C=CC(C2)C1C(=O)NCc1ccc2c(c1)OCO2 (stereo unspecified)	.	1	.	.	.	1	0.8	2	16
Cc1ccc(C(=O)NNC(=O)C2CCN(c3nc(C)cc(C)n3)CC2)cc1	-22	1.7	1	5	3	1	1	-3	-2
Cc1ccc(NC(=O)CSc2nc(NS(=O)(=O)c3ccccc3)cc(=O)[nH]2)cc1	7	0.7	-4	2	9	0.4	0.8	61*	23
O=C(c1ccc(COc2c(F)c(F)c(F)c(F)c2F)o1)N1CCOCC1	-1	1.4	5	-4	-3	0.9	0.8	12	22
CCS(=O)(=O)N1Cc2ccccc2CC1C(=O)Nc1ccc(C)cc1 (stereo unspecified)	33	1.5	-3	0	8	0.4	0.1	61*	86*
O=C(CSc1nc2ccc(Cl)cc2o1)NCc1ccc2c(c1)OCO2	-2	1	-2	0	5	0.4	0.8	61*	23
Cc1ccc(SCCNS(=O)(=O)c2ccc3c(c2)OCCO3)cc1	-29	.	-6	-10	10	.	.	.	.
Cc1ccc(C)c(N2C(=O)CS/C2=N\NC(=O)c2ccccc2Cl)c1	-16	1.1	-9	-1	4	0.2	0.4	78*	64*
Cc1cc(C)cc(NC(=O)CCN2CC(C)OC(C)C2)c1 (stereo unspecified)	-21	1	-3	-11	-2	1	0.7	-4	33
Nc1nonc1-c1nc2ccccc2n1Cc1ccc(F)cc1	-2	0.9	21	8	22	0.7	0.6	28	44
O=C(NC1CCCC1)C(c1ccccc1F)N(C(=O)c1ccco1)C1CCCC1 (stereo unspecified)	.	1.5	.	.	.	0.5	0.7	51*	25

Quoted at random: two compounds from above
SMILES	Plk1 PBD FP	PLAP activator	PLK1 kinase inh	EphB4 antag	HIV Rev-RRE inh	CYP2C9 act	CYP2C19 act	CYP2C9 inhib	CYP2C19 inhib
O=C(CSc1nc2ccc(Cl)cc2o1)NCc1ccc2c(c1)OCO2	-2	1	-2	0	5	0.4	0.8	61*	23
Cc1cc(C)cc(NC(=O)CCN2CC(C)OC(C)C2)c1 (stereo unspecified)	-21	1	-3	-11	-2	1	0.7	-4	33
